Assay outcomes (PubChem BioAssay)
TLR4 MyD88 comp – inhibitors of TLR4-MyD88 association in cells, primary screen, cell-based, HeLa CL3-4, BLA complementation, FRET ratio | Toll-like receptor 4 (Homo sapiens) + Myeloid differentiation primary response protein … | HeLa CL3-4 TLR4/MyD88 BLA complementation | inhibition, % at 8.4 µM | 0.18% of 200,000 active; in the data active = inhibition above about 25%;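 also: 0% = vehicle and 100% = reference inhibitor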
Target sequence (O00206 whole entry, looked up): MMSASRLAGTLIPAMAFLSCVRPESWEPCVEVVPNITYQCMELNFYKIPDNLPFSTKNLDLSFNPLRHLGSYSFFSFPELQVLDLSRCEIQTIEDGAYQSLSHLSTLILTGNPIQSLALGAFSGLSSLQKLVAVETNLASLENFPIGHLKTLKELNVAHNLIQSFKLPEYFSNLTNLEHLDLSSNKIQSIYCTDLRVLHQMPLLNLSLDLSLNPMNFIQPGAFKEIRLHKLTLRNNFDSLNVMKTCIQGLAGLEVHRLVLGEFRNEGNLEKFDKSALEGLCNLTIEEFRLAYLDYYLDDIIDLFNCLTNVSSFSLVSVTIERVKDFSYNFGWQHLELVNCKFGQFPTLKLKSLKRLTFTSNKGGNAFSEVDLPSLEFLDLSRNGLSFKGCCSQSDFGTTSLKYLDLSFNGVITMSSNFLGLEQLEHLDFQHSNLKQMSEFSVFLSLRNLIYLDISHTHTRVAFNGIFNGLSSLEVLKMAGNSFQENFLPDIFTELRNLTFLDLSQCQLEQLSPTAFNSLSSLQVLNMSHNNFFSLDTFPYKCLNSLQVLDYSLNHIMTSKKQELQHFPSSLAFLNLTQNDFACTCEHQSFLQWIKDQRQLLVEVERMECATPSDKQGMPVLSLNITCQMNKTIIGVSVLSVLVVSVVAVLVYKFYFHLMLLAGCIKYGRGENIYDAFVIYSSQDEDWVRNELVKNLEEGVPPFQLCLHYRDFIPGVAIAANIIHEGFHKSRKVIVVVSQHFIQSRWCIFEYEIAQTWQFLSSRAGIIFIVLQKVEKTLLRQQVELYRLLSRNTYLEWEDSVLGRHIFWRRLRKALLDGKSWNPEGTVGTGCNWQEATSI
Target sequence (Q99836 whole entry, looked up): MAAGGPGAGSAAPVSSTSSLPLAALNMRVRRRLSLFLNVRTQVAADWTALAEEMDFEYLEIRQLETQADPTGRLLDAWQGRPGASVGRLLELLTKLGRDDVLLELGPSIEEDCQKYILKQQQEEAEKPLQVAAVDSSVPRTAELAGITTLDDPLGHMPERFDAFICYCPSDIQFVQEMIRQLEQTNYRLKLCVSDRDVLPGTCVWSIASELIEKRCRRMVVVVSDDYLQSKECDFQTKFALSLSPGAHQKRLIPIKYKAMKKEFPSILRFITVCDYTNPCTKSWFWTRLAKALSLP
STAT3 activator – IL-6 driven STAT3 reporter potentiators, primary screen, U3A cells, luciferase, luminescence, MLSCN library; IL-6 STAT3-luciferase reporter; 100% = signal with IL-6 EC80 alone; activation (% of control), % at 5.6 µM; 0.91% of 190,000 active;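 active = activation above the screen-wide mean of compound activation plus 3 SD, cut at about 130% in these data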;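 also: 0% = background luminescence of wells with medium and substrate only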
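Material: human STAT1-deficient U3A cells with stable STAT3-luciferase reporter / Probe or stimulus: IL-6 stimulus at 33 ng/mL final / Schedule: 1 h compound pre-exposure, 6 h IL-6 stimulation, 37 °C / Technique: luminescence / Read-out basis: percent of IL-6-only median luminescence / Control set: IL-6-only high control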
Hsp70 act – Hsp70 transcriptional activators, primary screen, cell-based, HeLa, Hsp70 promoter luciferase, luminescence, 10 µM | HeLa Hsp70 promoter luciferase reporter; scaled: vehicle 0, proteasome-inhibitor control 100% | activation, % at 10 µM | 0.04% of 200,000 active;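 active = activation above the mean across all tested compounds plus 3 SD, cutoff set per campaign, cut at about 5.5% in these data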;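 also: 100% = MG132 at 30 µM as the positive control and 0% = DMSO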
Diaph act CS – compounds boosting diaphorase resazurin reduction – biochemical, uHTS, resorufin fluorescence, counter-screen for diaphorase-coupled primary assays, primary screen; 0.005% of 190,000 active; activation factor at 20 µM; Diaphorase/resazurin coupled assay, 16 min; hits give high values; 1 = vehicle wells, 0 = NADH-free wells; AID 1229, 2008;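 active = diaphorase activity raised at least twofold by the compound at 20 µM; inactive = activation factor below 2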
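System – purified diaphorase enzyme from Clostridium kluyveri · Input – enzyme 0.07 U/mL final · Also added – final NADH 0.114 mM, resazurin 0.1 mM · Measured by – fluorescence of resorufin, 544 nm excitation, 590 nm emission · Timing – 16 min enzyme reaction, ambient temperature · Measure – resorufin increase flagging diaphorase activators or reducers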
STAT3 blocker – IL-6 driven STAT3 reporter inhibitors, primary screen, U3A cells, luciferase, luminescence, MLSCN library | IL-6 STAT3-luciferase reporter; host cell line lacks STAT1 | inhibition, % at 5.5 µM | 0.89% of 190,000 active;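 active = inhibition above the mean inhibition across all screened compounds plus 3 SD, cut at about 44% in these data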;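 also: 0% = DMSO only wells and 100% = 100 µM nifuroxazide control wells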
APP transl inh – inhibitors of APP translation via 5'UTR reporter, primary screen, APP 5'UTR luciferase, SH-SY5Y cells; SH-SY5Y APP 5'UTR-luciferase reporter, luminescence; inhibition, % at 2 µM; 0.82% of 190,000 active; AID 1285, 2008;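 active = inhibition above a set limit, derived from the sample mean plus 3 SD, cut at about 45% in these data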; also: values of inactives mirror those of a sister screen read the other way
STAT1 act – STAT1 signaling activators, primary screen, cell-based, HTS, luciferase reporter; NIH 3T3 STAT1-luciferase reporter, IFN-gamma, luminescence; 100% = IFN-gamma alone, no compound; AID 932, 2007; 2.6% of 200,000 active; activation (% of control), % at 5.5 µM;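 active = activation above the screen-wide mean activation plus 3 SD, cut at about 130% in these data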;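 also: raw ratio to IFN-gamma control signal so 100% means no change and 0% no light; values of inactives mirror those of a sister screen read the other way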
G6PDH CS – L. mesenteroides G6PDH inhibitors, counter-screen for G6PDH-coupled screening assays, biochemical, Leuconostoc mesenteroides enzyme; glucose-6-phosphate dehydrogenase [Leuconostoc mesenteroides]; Purified L. mesenteroides G6PDH, diaphorase/resazurin coupled fluorescence, 45 min; inhibition, % at 5 µM; 0.12% of 200,000 active; AID 1020, 2008; in the data active = inhibition above about 50%
Diaph inh CS – diaphorase inhibitors and chemical oxidizers, primary screen, counter-screen for diaphorase-coupled primary assays, biochemical, uHTS, resorufin fluorescence | diaphorase resazurin-to-resorufin fluorescence, NADH, 16 min; bacterial (C. kluyveri) enzyme, not human | inhibition, % at 20 µM | 0.69% of 190,000 active | AID 1217, 2008;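 active = primary screen inhibition at 20 µM above a set limit, cut at about 50% in these data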;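 also: plate controls were DMSO with full reaction for no effect and wells lacking NADH for full effect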
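Test system: bacterial diaphorase enzyme (C. kluyveri); Quantity: 0.14 U/mL diaphorase, enzyme working solution; Times: reaction incubation of 16 min at room temperature; Measured by: fluorescence of resorufin formed from resazurin, Ex 544/Em 590 nm; Benchmarks: positive control minus NADH, DMSO neutral control.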
STAT1 inh – STAT1 signaling inhibitors, primary screen, cell-based, HTS, luciferase reporter; AID 920, 2007; NIH 3T3 STAT1-luciferase reporter, IFN-gamma, luminescence; 0.35% of 200,000 active; inhibition, % at 5.5 µM;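 active = inhibition above a set limit, the mean inhibition across all tested compounds plus 3 SD, cut at about 34% in these data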;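 also: 0% = IFN-gamma with DMSO and 100% = IFN-gamma with 300 µM nifuroxazide; values of inactives mirror those of a sister screen read the other way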
The depositor's hits bear a star; . = not tested or not shown.

Structure	TLR4 MyD88 comp	APP transl inh	Diaph inh CS	STAT3 blocker	STAT1 inh	G6PDH CS	Hsp70 act	STAT1 act	STAT3 activator	Diaph act CS
Cc1cc(C(=O)CSc2nc(N)cc(=O)[nH]2)c(C)n1CCc1ccc(Cl)cc1	13	8	13	44*	13	-3	-0.3	88	66	0.9
CCc1ccc(OCC(=O)NCc2ccco2)c(Br)c1	-1	-26	8	-9	-9	14	0.0	108	108	0.9
OCCC1CN(Cc2cccc(-c3ccco3)c2)CCN1Cc1ccsc1 (centres undefined)	4	10	.	-5	3	9	-0.3	97	110	.
CC(C)(C)N1C(=O)c2ccc(C(=O)O)cc2C1=O	-5	0	12	4	-7	10	-0.3	106	99	0.9
Cc1ccc(OCCOC(=O)Nc2ccccc2)cc1	-6	0	11	7	-4	5	-0.1	104	96	0.9
N#Cc1c(C(F)(F)F)cc(=O)[nH]c1SCC(=O)O	-12	-13	9	-5	5	-2	0.0	96	104	0.9
O=C(NCCCn1ccnc1)Nc1ccc(Cl)cc1	7	-5	3	4	-4	1	0.2	104	101	1
O=C(CSc1n[nH]c(=O)[nH]c1=O)N/N=C/c1ccccc1O	10	0	10	4	-5	-19	0.0	104	99	0.9
O=C(N/N=C/c1ccccc1Br)C1CC1	5	5	-4	7	-2	4	-0.1	102	94	1
Cc1ccc(S(=O)(=O)NNC(=O)c2snnc2C)cc1	5	12	4	7	5	4	-0.5	91	95	1
COc1ccc(OC)c(/C=N/NC(=O)c2ccc(Cn3cc([N+](=O)[O-])cn3)o2)c1	-11	4	18	4	-3	2	0.1	103	100	0.8
COc1cccc(C(=O)C2CCCN(C(=O)CCc3scnc3C)C2)c1 (centres undefined)	5	11	-19	10	-7	16	-0.1	105	101	1.2
CN1C(=O)C(O)(CC(=O)c2ccccc2O)c2cc(Br)ccc21 (centres undefined)	-7	-24	24	-12	-6	16	-0.2	107	110	0.8
COc1cccc(C2/C(=C(\O)c3ccc4c(c3)OCCO4)C(=O)C(=O)N2CCN(C)C)c1 (centres undefined)	-8	-8	-1	3	-1	5	-0.1	101	100	1
CC(=O)Nc1ccc(-c2cn3cc(C)ccc3n2)cc1	-7	-149	8	38	-34	1	-0.5	130*	69	0.9
CC(/C=C/c1ccccc1)=N\NC(=O)c1ccncc1	-2	-3	10	9	5	0	-0.3	95	93	0.9
COc1cccc(N2CCN(C3CC(=O)N(c4ccc(Cl)c(Cl)c4)C3=O)CC2)c1 (centres undefined)	3	-18	22	8	0	3	-0.2	100	92	0.8
CCOc1ccc(CCNC(=O)COC(=O)/C=C/c2ccc(OCC#N)c(OC)c2)cc1OCC	-3	-7	18	-7	0	-11	-0.5	102	104	0.8
CCOC(=O)c1cc(CC)sc1NC(=O)c1cc([N+](=O)[O-])ccc1N1CCOCC1	8	-14	23	11	-2	-5	-0.4	102	97	0.8
Cc1nc2ccccc2c(=O)[nH]1	17	4	3	-8	0	-2	-0.3	100	113	1
COC(=O)Cc1nnc(NC(=O)c2ccccc2)s1	3	2	14	5	3	14	-0.5	97	99	0.9
Cn1c2c(c(=O)n(C)c1=O)C1c3ccccc3OCC1C(C)(C)O2 (centres undefined)	2	22	5	1	9	1	-0.1	92	99	0.9
CCOC(=O)c1c(-c2ccccc2)csc1NC(=O)c1cc(S(=O)(=O)N2CCOCC2)ccc1C	1	0	16	3	-3	-12	-0.5	103	100	0.8
CC(C)CC(=O)N1CCN(Cc2ccc3c(c2)OCO3)CC1	2	.	11	2	-5	6	-0.1	102	99	0.9
COc1cc(NC(=O)Cc2cccs2)ccc1-n1cnnn1	5	-4	8	4	7	8	-0.1	93	97	0.9

Look-ups from the list.
Reading of CN1C(=O)C(O)(CC(=O)c2ccccc2O)c2cc(Br)ccc21 (centres undefined) in STAT1 inh: -6
Reading of Cc1ccc(S(=O)(=O)NNC(=O)c2snnc2C)cc1 in Diaph inh CS: 4

The list continues.
Structure	TLR4 MyD88 comp	APP transl inh	Diaph inh CS	STAT3 blocker	STAT1 inh	G6PDH CS	Hsp70 act	STAT1 act	STAT3 activator	Diaph act CS
Cc1cccc(C2(c3cccc(C)c3)CC2C(=O)Nc2ccc([N+](=O)[O-])cc2O)c1 (centres undefined)	11	15	30	-2	-1	19	-0.2	101	101	0.7
COc1cc(C)nc(Oc2ccc(OCCOc3ccc(C)cc3)nn2)n1	-2	22	-1	11	4	7	0.1	96	94	1
Cn1c(CN2CCCCC2)nc2cc(NS(=O)(=O)c3ccc(F)cc3)ccc21	6	2	11	4	-2	5	0.1	101	107	0.9
CC(=O)C(C)Oc1ccc2c3c(c(=O)oc2c1C)CCCC3 (centres undefined)	-11	-21	17	17	-9	-6	-0.5	109	90	0.8
O=C(NCc1cccnc1)c1cc(Sc2cccc(Cl)c2)nc2ccccc12	6	-17	9	-19	0	-20	-0.2	100	113	0.9
O=C(OC(c1ccc(NS(=O)(=O)c2ccccc2)cc1)(C(F)(F)F)C(F)(F)F)c1ccccc1	20	21	23	6	11	5	0.0	91	93	0.8
CC12CN3CC(C)(CN(C1)C3c1ccc(Cl)cc1Cl)C2O (centres undefined)	-9	-18	-2	6	0	9	-0.2	100	98	1
Cc1ccc(/C=N/N=C2/NC(=O)CS2)o1	6	-25	7	4	-6	-1	-0.1	104	100	0.9
COc1ccc(C2CC(C(F)(F)F)n3nc(C(=O)O)c(Cl)c3N2)cc1OC (centres undefined)	2	9	8	2	-6	3	0.0	106	103	0.9
CCOC(=O)c1sc(N)c(C#N)c1CSc1nc2ccc(OCC)cc2[nH]1	-3	-15	28	4	-4	4	-0.2	102	102	0.7
Cc1ccc(/C=N/n2c(-c3ccc(Cl)cc3)n[nH]c2=S)s1	4	-4	22	-7	-6	3	-0.4	105	108	0.8
O=C(c1ccco1)N1CCN(C/C=C/c2ccccc2)CC1	3	-18	14	10	2	6	-0.4	98	97	0.9
CCN(CC)C(=S)Nc1ccc(OC(F)F)cc1	1	-5	0	-1	1	0	-0.1	99	101	1
COC(=O)C1=C(C)NC(=S)NC1c1ccc(-c2cccc(Cl)c2)o1 (centres undefined)	2	4	10	-6	-1	9	-0.1	101	105	0.9
O=C1c2cnc3ncnn3c2CC2c3ccccc3CCN12 (centres undefined)	6	10	12	17	-1	13	-0.2	101	90	0.9
COc1ccc(C(=O)C2CCN(C(=S)NCCc3ccccc3)CC2)cc1	16	-8	2	13	-4	0	0.0	101	94	1
N#Cc1cn(CC(=O)NCCc2c[nH]c3ccccc23)c2ccccc12	7	-16	14	5	-6	1	-0.1	104	101	0.9
COc1cc2c(C(=O)NCc3ccccn3)cn(CC(C)C)c(=O)c2cc1OC	8	-22	2	-5	-10	-13	0.0	111	104	1
Clc1ccccc1-c1nc(N/N=C/c2cccnc2)c2ccccc2n1	-13	0	6	33	8	2	-0.1	92	75	0.9
O=C(O/N=C/C1=C(Cl)c2ccccc2CC1)c1ccc(F)cc1	1	-11	11	5	-6	0	-0.3	103	95	0.9
COC(=O)COc1ccc(S(=O)(=O)NC2CCCCCC2)cc1	4	1	8	11	-9	-7	-0.1	108	95	0.9
Cc1cc(N2C(=O)NC(=O)CC2C)c(C)cc1C(C)C (centres undefined)	-8	-3	5	21	4	1	0.0	97	85	0.9
NNC(=O)Cn1c(SCc2ccccc2)nc2ccccc21	10	1	7	-2	-4	1	0.3	104	106	0.9
COc1ccc(Cc2nnc(NC(=O)Cn3cnc4c3c(=O)n(C)c(=O)n4C)s2)cc1OC	-1	6	7	4	-4	7	-0.1	103	100	0.9
COc1ccc(CNC(=O)Nc2ccc(OC)cc2)cc1	15	-5	14	6	-4	-6	0.4	104	98	0.9

Structure	TLR4 MyD88 comp	APP transl inh	Diaph inh CS	STAT3 blocker	STAT1 inh	G6PDH CS	Hsp70 act	STAT1 act	STAT3 activator	Diaph act CS
O=C(Cc1cccs1)NNC(=S)NCc1ccco1	-4	-5	17	7	5	0	-0.2	93	99	0.8
COc1ccc(C(=O)Nc2ccc(N3CCN(Cc4ccccc4)CC3)cc2)cc1	6	-16	-4	17	2	14	0.2	95	89	1
CC(=O)NC1=NN(C(C)=O)C2(S1)C(=O)N(C(C)=O)c1ccc(C)cc12 (centres undefined)	-25	-10	4	10	-9	12	-0.1	106	98	1
Cc1cc(C)cc(-n2nnc(C(=O)NCc3ccc(Cl)cc3)c2N)c1	4	15	18	4	-2	14	0.1	102	99	0.8
Cc1ccccc1OC1=NS(=O)(=O)c2ccccc21	12	-4	11	4	-3	6	0.0	101	100	0.9
COc1nc(N(C)C)nc(-n2nnc(C(C)=O)c2C)n1	-5	-6	12	22	0	4	0.4	100	84	0.9
COCCn1c(SCC(=O)Nc2ccc(C)cc2C)nc2c(oc3ccccc32)c1=O	0	4	-8	4	7	0	-0.5	94	99	1.1
CCc1nc(SCC(=O)Nc2cccc(C(F)(F)F)c2)c2c(=O)n(C)c(=O)n(C)c2n1	-7	0	5	18	4	-38	-0.2	97	89	0.9
Cc1nc2nc(C)c(CCC(=O)NC3CCCCC3)c(C)n2n1	-5	4	8	4	-6	4	0.0	105	102	0.9
O=C1Nc2ccccc2C(=O)C1(Cl)Cc1ccccc1 (centres undefined)	-5	-15	12	-28	15	9	-0.1	86	130	0.9
CC(C)C(NS(=O)(=O)c1ccc2c(c1)oc(=O)n2C)C(=O)N1CCN(c2ccccc2F)CC1 (centres undefined)	.	-14	8	.	.	-4	.	.	.	0.9
O=c1[nH]n2cc(-n3cc([N+](=O)[O-])cn3)cnc2c1Br	3	-6	16	9	0	1	-0.2	100	93	0.8
CCCCc1c(C)nc2ccc(C(=O)OCC)cc2c1Cl	-5	-11	9	-3	-6	-16	-0.2	106	102	0.9
Cn1ncc(Cl)c1C(=O)N1CCCc2ccccc21	-2	-15	10	1	2	0	0.0	98	99	0.9
